Polio RdRp inh: poliovirus RdRp elongation inhibitors, primary screen, biochemical, fluorescence polarization, total intensity. actives 0.66% (n = 150,000). poliovirus polymerase elongation; active compounds read low. Genome polyprotein (Poliovirus type 1 (strain Mahoney)), P03300. % elongation, % (compound at 16.7 µg/mL); in the data active = % elongation below about 90%; note: some results filed as inactive read as strong as hits
Target sequence (P03300 1749-2209 limits assumed): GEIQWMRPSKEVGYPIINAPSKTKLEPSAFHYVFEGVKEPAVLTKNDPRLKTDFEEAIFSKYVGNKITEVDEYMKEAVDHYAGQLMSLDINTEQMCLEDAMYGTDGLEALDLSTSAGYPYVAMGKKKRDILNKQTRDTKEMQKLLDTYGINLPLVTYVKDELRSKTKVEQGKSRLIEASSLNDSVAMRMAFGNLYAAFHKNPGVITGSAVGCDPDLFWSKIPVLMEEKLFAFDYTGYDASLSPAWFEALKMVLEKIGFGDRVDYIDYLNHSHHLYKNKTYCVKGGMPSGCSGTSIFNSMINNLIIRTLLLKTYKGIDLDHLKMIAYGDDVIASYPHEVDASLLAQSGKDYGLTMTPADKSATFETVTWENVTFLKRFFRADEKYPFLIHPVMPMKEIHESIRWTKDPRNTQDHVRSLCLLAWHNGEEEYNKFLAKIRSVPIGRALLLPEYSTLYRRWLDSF
Polio RdRp inh FP z-score: further read-out of Polio RdRp inh, marked with its call; z-score; measured here: FP z-score; hits read low
An asterisk follows results filed as active.

The line under a structure holds: Polio RdRp inh | Polio RdRp inh FP z-score
COc1ccc(C2C3=C(CCCC3=O)Nc3n[nH]c(-c4ccccc4)c32)cc1 (configuration not stated)
    104.0 | 0.8
COCCn1c(C)cc(C(=O)COC(=O)c2ccc(NC(=O)CC#N)cc2)c1C
    126.0 | 4.8
CC(C)CCNC(=O)c1ccc(CS(=O)(=O)c2cccc(C(F)(F)F)c2)o1
    102.0 | 0
O=C(Nc1ccccc1Cl)[C@H](CSCc1ccccc1)N1Cc2ccccc2C1=O
    110.0 | 1.4
COCCCn1c(=N)c(C(=O)NC2CCCC2)cc2c(=O)n3cc(C)ccc3nc21
    110.0 | -0.2
O=C(O)C1CCc2ccccc2O1 (configuration not stated)
    102.0 | -0.4
CC(C(=O)N1CCc2ccccc21)N1CCN(S(=O)(=O)c2ccc(Cl)cc2)CC1 (configuration not stated)
    105.0 | 0.3
CCCS(=O)(=O)N1CC(=O)N(c2ccc(Cl)cc2)C(C)(C(=O)NC2CCCC2)C1 (configuration not stated)
    109.0 | 0.8
COc1ccc(N2CCN(C(=O)c3ccc(NC(=O)c4nsc5ccccc45)cc3)CC2)cc1
    105.0 | -0.4
CC(C)(C)c1cc(-c2cccs2)c(C#N)c(SCC(=O)Oc2ccccc2)n1
    102.0 | 0.1

Another view of some results above.
structure	Polio RdRp inh	Polio RdRp inh FP z-score
O=C(O)C1CCc2ccccc2O1 (configuration not stated)	102.0	-0.4
COc1ccc(C2C3=C(CCCC3=O)Nc3n[nH]c(-c4ccccc4)c32)cc1 (configuration not stated)	104.0	0.8
CC(C(=O)N1CCc2ccccc21)N1CCN(S(=O)(=O)c2ccc(Cl)cc2)CC1 (configuration not stated)	105.0	0.3

(more compounds)
The line under a structure holds: Polio RdRp inh | Polio RdRp inh FP z-score
O=C(Nc1ccccc1)N1CCc2ccccc21
    102.0 | 0.3
O=C(NCc1ccc(Cl)cc1)C1CCN(C(=O)c2cnn(-c3ccccc3)c2-n2cccc2)CC1
    105.0 | -0.4
Cc1[nH]c2ccc(C(=O)Oc3ccc4c(c3)OCO4)cc2c1C
    102.0 | -0.1
CCC(C(=O)OC(C)C)n1cnc2sc3c(c2c1=O)CCC(C)C3 (configuration not stated)
    100.0 | -0.3
OCCNc1nc2ccccc2n1Cc1ccccc1Cl
    105.0 | 0.2
CC(=O)N1CCC(N(CCN2CCOCC2)C(=O)Nc2ccccc2)CC1
    100.0 | -1
O=C(NCc1ccncc1)c1cccc(Oc2ccccc2)c1
    100.0 | -0.9
Clc1ccc(NCc2nc3ccccc3n2CCOc2ccccc2)cc1
    98.0 | -2.1
O=C1/C(=C/c2ccc(O)cc2)CS(=O)(=O)c2ccccc21
    102.0 | 0.2
CCCN(CCC)C(=O)Cn1c(=O)n(Cc2ccc(C(=O)NCc3ccco3)cc2)c(=O)c2ccccc21
    101.0 | 0.1

Ordered by molar mass (lowest first): some entries from above.
The line under a structure holds: Polio RdRp inh | Polio RdRp inh FP z-score
O=C(NCc1ccncc1)c1cccc(Oc2ccccc2)c1
    100.0 | -0.9
COCCCn1c(=N)c(C(=O)NC2CCCC2)cc2c(=O)n3cc(C)ccc3nc21
    110.0 | -0.2
CCCN(CCC)C(=O)Cn1c(=O)n(Cc2ccc(C(=O)NCc3ccco3)cc2)c(=O)c2ccccc21
    101.0 | 0.1

Remaining list, next part
The line under a structure holds: Polio RdRp inh | Polio RdRp inh FP z-score
COc1ccc2c(CNC3CCCC3)c(C(=O)O)n(Cc3ccccc3C)c2c1
    111.0 | 0.6
CNCc1ccc(SC)cc1
    104.0 | 0.3
CN1N=C2c3ccccc3CCCC2C1c1ccc2c(c1)OCO2 (configuration not stated)
    105.0 | 0.4
O=C(Nc1cc(C(F)(F)F)ccc1Cl)C1=COCCO1
    104.0 | 0
COc1ccccc1NC(=O)c1oc2ccccc2c1NC(=O)Cc1cccs1
    108.0 | 1.3
COc1cccc(NC(=O)NCc2c(-c3ccccc3)noc2C)c1
    100.0 | -0.7
CC(C)NC(=S)Nc1ccc2[nH]c(=O)[nH]c2c1
    99.0 | -0.5
CC(C)(C)c1ccc(/C=N/n2cnnc2)cc1
    102.0 | 0.2
O=C(O)COc1cccc(Br)c1
    98.0 | -1
Cc1oc2ccccc2c1CC(=O)Nc1ccc(C(F)(F)F)cc1
    100.0 | -0.7

Further results:
The line under a structure holds: Polio RdRp inh | Polio RdRp inh FP z-score
COc1ccc(/C=C/C(=O)N2CCN=C2c2ccccc2)cc1OC
    102.0 | 0.1
CC(=O)NC(Cc1c[nH]c2ccccc12)C(=O)OCc1nc(N)nc(Nc2ccccc2C)n1 (configuration not stated)
    105.0 | 0.3
Cc1ccc(F)cc1NC(=O)/C=C\C(=O)O
    102.0 | 0.2
NC(=Nc1ccc(Cl)cc1)c1ccccc1
    103.0 | 0.4
Cc1cc(C)n(CCCNCc2ccc(OCc3csc(C)n3)cc2)n1
    99.0 | -0.5
Cc1nc2c(-c3ccccc3)c(C)nn2c(C)c1CC(=O)NCCN1CCOCC1
    101.0 | -0.4
CC(=O)c1ccc(NC(=O)CCCc2nc(-c3cccc(C)c3)no2)cc1
    110.0 | 0.5
CCSc1nnc(C(N)Cc2ccccc2)o1 (configuration not stated)
    99.0 | -0.5
O=c1cc(-c2ccc(F)cc2)[nH]n1-c1nc2ccccc2[nH]1
    105.0 | 0.9
COC(=O)c1c(NC(=O)C(C)Oc2ccc(Cl)c(C)c2)sc(C)c1C (configuration not stated)
    109.0 | 0.5

Remaining list, next part.
The line under a structure holds: Polio RdRp inh | Polio RdRp inh FP z-score
CC1=Nc2ccccc2N=C(NC(=O)CSC(=S)N2CCCCC2)C1c1ccccc1 (configuration not stated)
    105.0 | 0.2
Cc1cccc(N2CCN(C(=O)CCc3nnc4n(CC(C)C)c(=O)c5ccccc5n34)CC2)c1C
    100.0 | -1.3
CSc1ccc(C(=O)Nc2nnc(C3=COCCO3)o2)cc1
    107.0 | 1.8
COc1cccc(C2C(C#N)=C3N=C(N)c4ccccc4N3C3=C2C(=O)CCC3)c1 (configuration not stated)
    101.0 | 0.3
O=C(CSc1nnc(C2CC2)n1Cc1ccco1)c1ccc2[nH]c(=O)oc2c1
    102.0 | -0.1
CC(C(=O)NCCSCc1cccc(Cl)c1)N(c1ccccc1)S(C)(=O)=O (configuration not stated)
    100.0 | -1.5
Nn1c(SCc2cccc(Br)c2)nnc1-c1ccccc1
    101.0 | 0.1
O=C(CCc1nc2ccccc2c(=O)[nH]1)Nc1ccc(F)cc1
    100.0 | -0.4
Cc1ccc(P2(=S)N=C3c4ccccc4CN3c3cc(N(C)C)ccc32)o1 (configuration not stated)
    104.0 | 0.2
CCCCn1cc(S(=O)(=O)c2ccc(CC)cc2)c(=O)c2cc(F)c(N3CCCC(C)C3)cc21 (configuration not stated)
    104.0 | -0.7

More records.
The line under a structure holds: Polio RdRp inh | Polio RdRp inh FP z-score
CCN(CC)c1ccc(C(=S)N2CCN(CCO)CC2)cc1
    100.0 | -0.1
NC(=O)c1cc(S(=O)(=O)NC2CCCc3ccccc32)cs1 (configuration not stated)
    105.0 | 1.4
O=C(NCC(=O)N1CCCCCC1)c1cccs1
    105.0 | 1.9
CCOc1ccc(-c2n[nH]c(=S)n2CC)cc1
    101.0 | -0.1
O/N=C1/CCSc2ccccc21
    104.0 | 0.4
CN(Cc1ccccc1)C(=O)C1CCC(CNS(=O)(=O)c2ccc3c(c2)CCCC(=O)N3)CC1 (configuration not stated)
    108.0 | 0.3
CC(C)C(=O)OCC(=O)Nc1ccc(S(=O)(=O)N(C)C)cc1
    105.0 | 0.2
COc1ccc(CNC(=O)CCc2c(C)nc3c(c(C)nn3-c3ccccc3)c2C)cc1
    111.0 | 0.9
COc1ccc(NC(=O)[C@H]2O[C@@H]3OC(C)(C)O[C@@H]3[C@H]3OC(C)(C)O[C@H]32)c(OC)c1
    108.0 | 0.2
O=C(CSc1nnnn1-c1ccc(O)cc1)N1CCSC1c1ccccc1F (configuration not stated)
    97.0 | -0.6

Quoted at random: two compounds from above.
The line under a structure holds: Polio RdRp inh | Polio RdRp inh FP z-score
O=c1cc(-c2ccc(F)cc2)[nH]n1-c1nc2ccccc2[nH]1
    105.0 | 0.9
CN1N=C2c3ccccc3CCCC2C1c1ccc2c(c1)OCO2 (configuration not stated)
    105.0 | 0.4

(further entries)
The line under a structure holds: Polio RdRp inh | Polio RdRp inh FP z-score
CCOC(=O)C(C)Sc1nnc(CNC(=O)C23CC4CC(CC(C4)C2)C3)n1-c1ccccc1 (configuration not stated)
    100.0 | -0.5
CCC(c1nnc(SCC(=O)NC23CC4CC(CC(C4)C2)C3)o1)N(C)C (configuration not stated)
    106.0 | 0.4
Cc1ccc(S(=O)(=O)N(CC(=O)N2CCc3ccccc3C2)c2ccc(C)c(C)c2)cc1
    110.0 | 0.6
Cc1cc(C)cc(NC(=O)CNS(=O)(=O)c2ccc3nc(C)sc3c2)c1
    106.0 | 0
COc1ccc2c(c1)C(C)=CC(C)(C)N2
    91.0 | -1.4
COc1ccc(CNCc2cccc(OC)c2)cc1
    89.0* | -3.5*
CSc1ccccc1NC(=O)CSc1ccccc1
    102.0 | 0.2
Cc1ccc(Nc2sc(C(=O)c3ccccc3)c(N)c2C(=O)Nc2ccc(Cl)cc2)cc1
    107.0 | 0.1
CCc1nnc(NC(=O)c2nc(SCc3ccccc3F)ncc2Cl)s1
    99.0 | -1.3
CCCCNC(=O)c1cc2ccccc2s1
    101.0 | 0.1

More records follow.
The line under a structure holds: Polio RdRp inh | Polio RdRp inh FP z-score
Cc1ccccc1NC(=O)C1C(=O)N(CCO)C2(C)CC1c1ccccc1O2 (configuration not stated)
    103.0 | 0.2
Cc1cc(-c2ccc(S(=O)(=O)N3CCN(c4ccc(Cl)cc4)CC3)s2)on1
    108.0 | 0.3
CCCc1cc(N2CCN(c3ccc(OC)cc3)CC2)n2cnnc2n1
    106.0 | -0.2
O=C(CCCN1C(=O)c2cccnc2Sc2ccccc21)N1CCCC1
    101.0 | 0.3
O=C1CCc2cc(S(=O)(=O)NC(C(=O)Nc3cccc(F)c3)c3ccccc3)ccc2N1 (configuration not stated)
    113.0 | 1.6
Cc1cccc(-n2c(=O)c3ccccc3n(Cc3ccccc3C#N)c2=O)c1
    105.0 | -0.3
O=C1C2C(c3ccccc3)C=CC(c3ccccc3)C2C(=O)N1c1cccc(Br)c1 (configuration not stated)
    102.0 | 0.1
O=C(O)CN1C(=O)/C(=C2/OC(=O)c3ccccc32)SC1=S
    101.0 | -0.1
CC(NC(=O)CSc1nnc(-c2ccc(F)cc2)o1)c1ccc(Br)cc1 (configuration not stated)
    106.0 | 0.4
N#CC1(c2ccccc2Cl)C(=O)Nc2ccccc21 (configuration not stated)
    100.0 | -1

The list goes on:
The line under a structure holds: Polio RdRp inh | Polio RdRp inh FP z-score
O=C(O)CCC(=O)Nc1nc2n(n1)C(c1ccccc1)CC(=O)N2 (configuration not stated)
    100.0 | -0.4
COc1ccc(CNS(=O)(=O)c2ccc(-c3cnc(C4CC4)o3)cc2)cc1
    112.0 | 1.2
CCC(Sc1ccc2nnc(-c3ccccc3)n2n1)C(=O)OC (configuration not stated)
    100.0 | -1.2
COc1ccc(N2CCN(C(=O)c3ccccc3N(C)S(C)(=O)=O)CC2)cc1
    103.0 | 0.8
Cc1nc(=S)[nH]c(C)c1CCC(=O)N1CCN(S(=O)(=O)c2ccc(F)cc2)CC1
    104.0 | 0.2
O=C(OCc1ccc2c(c1)OCO2)OCc1ccc2c(c1)OCO2
    102.0 | -0.2
CCC(Sc1nnc(-c2ccc(OC)cc2)c(-c2ccc(OC)cc2)n1)C(=O)Nc1cccc(OC)c1 (configuration not stated)
    117.0 | 1.6
COCCCNc1nc2c(-c3cccc(Br)c3)nnn2c2ccccc12
    104.0 | 0.1
COc1ccc2oc(=O)c(/C(C)=N/O)cc2c1
    99.0 | -0.4
CCc1ccccc1N1CC(c2nc3ccccc3n2Cc2cccc(C)c2)CC1=O (configuration not stated)
    105.0 | -0.3

(listing goes on)
The line under a structure holds: Polio RdRp inh | Polio RdRp inh FP z-score
O=C(c1cccc(Br)c1)N(Cc1cccs1)Cc1cccs1
    103.0 | 0.3
CC1=C(C(=O)Nc2cccnc2)C(c2ccc(Cl)cc2)n2nc(SCc3ccccc3)nc2N1 (configuration not stated)
    110.0 | 1.8
O=C(CCCn1c(=O)c2cccn2c2ccccc21)N1CCc2ccccc21
    103.0 | 0.4
CCN(CC)c1ccc(-c2cc(C(=O)O)c3c(ccc4ccccc43)n2)cc1
    71.0 | -6.8
O=C(Nc1ccc2c(c1)nc1n2CCCCC1)c1ccc(S(=O)(=O)C(F)F)cc1
    101.0 | -0.5
CCN(CC)CCNC(=O)C1CCCN(c2ncnc3onc(C)c23)C1 (configuration not stated)
    104.0 | -0.9
CN(C)c1oc(COc2ccc(F)cc2)nc1C#N
    101.0 | 0.1
CCOC(=O)Cn1c(=O)c(-c2nc(-c3ccccc3)cs2)cn(C(C)C)c1=O
    94.0 | -2
Cc1ccc(S(=O)(=O)NCc2nc3cccnc3n2Cc2ccccc2Cl)c(C)c1
    108.0 | 0.1
NCC1CCN(C2CCCC2)CC1
    100.0 | -0.3

(next part)
The line under a structure holds: Polio RdRp inh | Polio RdRp inh FP z-score
Cc1ccc(/C=C2/C=CC(=O)O2)o1
    81.0* | -1.7*
CCC(COc1nnnc2ccccc12)NC(=O)c1cnc(C)cn1 (configuration not stated)
    99.0 | -1.6
CC(C)NC(=O)n1ncc(S(=O)(=O)c2ccc(Cl)cc2)c1-c1ccc(Cl)cc1
    106.0 | 0.5
Cc1ccc(NCc2ccccc2-c2nnc(-c3ccccc3Cl)o2)cc1Cl
    103.0 | -0.6
Cc1ccc(-c2cn3c(=S)[nH]nc3s2)cc1
    100.0 | -0.3
Cc1ccc(Cn2c(CNC(=O)c3cccc(C)c3)nc3ccccc32)cc1
    109.0 | 0.3
COC(=O)CCN1C(=O)/C(=C\c2cccs2)SC1=S
    100.0 | -0.4
COc1ccc(C2c3c(n(C)c4ccccc34)C(=O)N2CC(=O)Nc2ccc(Cl)cc2)cc1 (configuration not stated)
    96.0 | -1.7
COc1ccc(S(=O)(=O)N2CCN(c3ccccc3OC)CC2)cc1-c1noc(C)n1
    105.0 | -0.2
Cc1ccc(SCC2=NN(c3nc(C)cc(C)n3)C(=O)C2)cc1
    101.0 | 0.1

The list is partial (hit frequency here may not be typical).
